# MT stabilizer: microtubule stabilization, imaging screen. HeLa tubulin immunostaining HCS, 24 h; share of cells brighter than vehicle mean+2SD. % tubulin-high responders, % at 10 µM. actives 0.83% (n = 200,000);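 active = plate Z-score above 3 for both tubulin-high and condensed-nucleus cell shares, with cell loss under 80%, at 10 µM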;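 note: anti alpha tubulin signal scored within the nucleus-defined area of each cell; some results filed as inactive read as strong as hits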
# Myeloid diff MLP: myeloid differentiation induction. calls only at 10 µM. actives 1% (n = 360,000). ER-HoxA9 myeloid progenitors, lysozyme-GFP differentiation, flow cytometry;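 active = normalized GFP-positive differentiation at or above the plate's own cutoff, the solvent-only control mean plus 3 SD; inconclusive = no clear call, values can overlap the other calls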;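 note: cells exposed to compound for four days before flow analysis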
# West Nile antiviral: inhibition of WNV-induced cytopathic effect – cell-based, CPE readout (AID 1621); actives 0.02% (n = 290,000); one-dose CPE inhibition, % at 10 µM; IC50 in µM for titrated hits; West Nile virus-infected cells, CPE inhibition; higher % means a stronger effect; in the data active = a potency from the dose series; inconclusive = CPE inhibition mostly from about 3.7% at the one dose, without a potency; inactive = the rest, 99 in 100 with CPE inhibition below about 2.2%; note: strong numbers were not always called active
# Hep lipid drop: modulators of hepatic lipid droplet formation; AML12 mouse hepatocytes, oleate lipid droplets, BODIPY imaging; inhibition, % at 6.5 µM; actives 0.4% (n = 240,000);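 active = lipid droplet intensity inhibited by at least 50%, with more than 500 cells counted; inconclusive = wells with under 300 cells, treated as cytotoxic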
#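 Assay system: AML12 mouse liver cells | Compound: 6.5 µM single-point dosing | Schedule: Overnight exposure | Technique: Fluorescence imaging, 20x objective, two fields per well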
# WT yeast gro inh: growth inhibition of WT yeast, mitochondrial fusion screen; mitochondrial fusion phenotypic screen, WT strain; inhibition, % at 10 µM; actives 2.1% (n = 190,000); AID 1362; in the data active = inhibition above about 58%; tested in S. cerevisiae
# Autophagy HCS: autophagy modulation, high-content screen | actives 0.98% (n = 190,000) | calls only at 10 µM (by protocol) | MEF GFP-LC3 puncta imaging; test concentration mostly 10 µM;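 active = percentage of spot-positive cells more than 3 SD above its plate mean, without a fluorescence outlier flag or 80% toxicity; inconclusive = no clear call, values can overlap the other calls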;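 note: spot-positive cell cutoff set from DMSO-treated cells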
# T cell modulator: T cell immune modulators affecting CD8 T cell-vesicle binding. calls only at 7 µM. 2C CD8+ T cell-vesicle binding, flow cytometry; stronger effect = lower value. actives 0.068% (n = 330,000);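 active = response, share of CD8 T cells binding vesicles, and their 90th percentile fluorescence all below set limits, cut at about 80% in these data, passing the limit was not always enough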
#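 Benchmarks: naked versus QL9-loaded vesicles / Assay system: purified 2C TCR transgenic mouse naive CD8+ T cells / Technique: high-throughput flow cytometry with anti-B7-1 and anti-CD8 staining / Timing: Cell–vesicle co-incubation 1.5 h at 37 °C, staining 20 min on ice / Read-out: percent CD8+ FL2 mean versus row control / Probe or stimulus: QL9-loaded Drosophila micro-vesicles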
# bCat nuc transl: modulators of beta-catenin nuclear translocation | nuclear translocation activity, % at 5 µM | HeLa beta-catenin nuclear translocation, immunofluorescence imaging | actives 0.3% (n = 190,000) | AID 1665;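 active = nuclear translocation activity above 50% at 5 µM, with a well cell count of 50 or more; inconclusive = wells under 50 cells across six images, flagged as toxic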;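 note: per-cell ratio of nuclear to cytoplasmic median beta-catenin stain intensity; plate controls were DMSO negative control for no effect and GSK-3 inhibitor IX positive control for full effect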
#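 test system = HeLa cells, endogenous beta-catenin | dosing = single 5 µM dose plus 0.02–20 µM confirmation series | times = compound treatment 24 h, 37°C, 5% CO2 | technique = beta-catenin immunofluorescence imaging with DAPI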
# Ins promoter up: MIN6 insulin promoter up-regulation; MIN6 insulin promoter-GFP reporter, high-content imaging; stronger effect = higher value; z-score at 5 µM; actives 0.3% (n = 190,000); AID 1625;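 active = z-score above 3 at 5 µM with at least 500 cells counted in the well; inconclusive = wells under 500 cells, flagged as cytotoxic or low count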
# WT yeast gro inh mutant strain: further read-out of WT yeast gro inh, marked with its call; inhibition, %; mitochondrial fusion phenotypic screen, mutant strain inhibition
# Ins promoter up cell count: second read-out of Ins promoter up, no call of its own (marks repeat the call); cell count; measured here: cytotoxicity, nuclei count;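 total cells summed across four imaged fields per well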
# Hep lipid drop cells 6.5 µM: also measured in Hep lipid drop; calls as there; cell count; measured here: cell count, cytotoxicity flag;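 cells counted across two imaged fields per well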
# bCat nuc transl cell count 5 µM: further read-out of bCat nuc transl, marked with its call; cell count; measured here: cell count, cytotoxicity flag
# T cell modulator vesicle-bound %: second read-out of T cell modulator, no call of its own (marks repeat the call); double positive events, %; measured here: CD8+ vesicle-bound cell fraction;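 binding gate set so that unloaded-vesicle control wells show 10% double positive cells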
# MT stabilizer Hoechst-high %: second read-out of MT stabilizer, no call of its own (marks repeat the call); % Hoechst-high responders; measured here: nuclear condensation Hoechst responders;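 share of cells brighter than vehicle mean plus two SD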
# MT stabilizer cytotoxicity %: second read-out of MT stabilizer, no call of its own (marks repeat the call); toxicity, %; measured here: cytotoxicity by cell density;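 0% = mean cell density of plate MIN control wells and 100% = no cells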
# Autophagy HCS cell loss 18 h: also measured in Autophagy HCS; calls as there; toxicity, %; measured here: cell loss, nuclei count;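 cell loss after 18 h compound exposure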
# Myeloid diff MLP GFP+ MAC1+ %: second read-out of Myeloid diff MLP, no call of its own (marks repeat the call); GFP+ MAC1+ double positive, %; measured here: differentiation confirmed by MAC1 staining
# Numbers without * were called inactive; i = inactive; ? = inconclusive; · = no result given.
SMILES,MT stabilizer,MT stabilizer Hoechst-high %,MT stabilizer cytotoxicity %,Myeloid diff MLP,Myeloid diff MLP GFP+ MAC1+ %,West Nile antiviral,Hep lipid drop,Hep lipid drop cells 6.5 µM,WT yeast gro inh,WT yeast gro inh mutant strain,Autophagy HCS,Autophagy HCS cell loss 18 h,T cell modulator,T cell modulator vesicle-bound %,bCat nuc transl,bCat nuc transl cell count 5 µM,Ins promoter up,Ins promoter up cell count
O=C(OCC(F)(F)C(F)F)c1ccccc1C(=O)Oc1ccc(F)cc1F,6.4,4.0,2.5,i,0.6,0.4%,·,·,17,4,i,3,i,34,-1.4,835,1.3,976
COc1ccc(/C=C/C(=O)Nc2ccccc2C(F)(F)F)cc1OC,1.1,2.6,7.8,i,0.8,·,·,·,13,3,i,-13,i,24,-3.2,1431,-0.53,1460
CC(C)C1Oc2ccccc2N(CC(=O)N(Cc2ccccn2)C2CC2)C1=O (stereo not drawn),2.8,1.7,7.1,i,1.5,-0.9%,-17,702,-13,-13,i,12,i,31,-1.0,1213,-0.05,1138
Cc1cc(NC(=O)CCC(=O)N(c2ccc(F)cc2)C2(C(=O)NC3CCCCC3)CCCC2)no1,2.2,1.2,12,i,0.5,·,·,·,13,51,i,6,i,57,-3.3,881,-1.4,1367
CSc1oc(-c2ccco2)nc1S(=O)(=O)c1ccccc1,1.4,3.5,7.6,i,2.8,0.1%,·,·,-6,-10,i,6,i,42,1.6,1181,-1.4,1010
Cc1oc(-c2ccccc2F)nc1CSCC(=O)NC1CC1,·,·,·,i,1.2,-0.4%,6,766,·,·,·,·,i,3,·,·,·,·
O=C(Cn1cnc2c(cnn2-c2ccc(F)cc2)c1=O)NCc1ccco1,6.8,3.7,0.9,i,0.6,0.2%,·,·,-15,-10,i,22,i,54,-1.3,740,-0.48,1430
Cc1nc2scc(C)n2c(=O)c1S(=O)(=O)NCc1ccc(F)cc1,·,·,·,i,2.0,1.0%,-2,743,·,·,·,·,i,15,·,·,·,·
C/C(=N\NC(=O)C(c1ccncc1)N1CCOCC1)c1ccc(Br)cc1 (stereo not drawn),3.2,2.6,6.6,i,0.3,-0.1%,-11,638,-9,20,i,6,i,30,-0.2,942,-0.09,1323
O=C(NCCc1ccccc1)c1ccnc(/C=N/O)c1,4.5,4.3,4.1,i,7.0,0.0%,1,723,-1,2,i,-11,i,38,2.4,1307,1.7,786
Cc1cc(NC(=O)CSc2nc3cc(Cl)ccc3s2)no1,2.6,1.5,2.0,i,0.0,0.1%,-9,791,8,13,i,-15,i,41,0.2,1160,-0.61,752
CCN(CC)C(=O)c1cccc(-c2ccc(OC)cc2)c1,4.4,2.7,4.7,i,0.9,-0.3%,-14,669,2,7,i,-8,i,38,·,·,0.54,1158
O=C(Nc1ccc2nc3ccccc3nc2c1)c1ccccc1,1.7,2.3,6.7,i,0.7,0.9%,16,589,-5,12,i,-1,i,30,20,1123,-0.12,1256
CCOC(=S)SCc1cn2ccccc2n1,1.5,1.7,4.4,i,0.3,-0.4%,-4,705,13,14,i,-1,i,32,-0.4,595,·,·
CCCc1nnc(NC(=O)CSc2nnc(-c3ccco3)n2C)s1,·,·,·,i,8.7,-0.8%,8,419,·,·,·,·,i,33,·,·,·,·
COc1ccc(CC(NC(C)=O)C(=O)NC2CCN(S(=O)(=O)c3ccc(NC(C)=O)cc3)CC2)c(OC)c1 (stereo not drawn),·,·,·,i,2.5,0.0%,5,746,·,·,·,·,i,18,·,·,·,·
CCOC(=O)c1cnc2c(c(C)nn2CC)c1NCCN1CCOCC1,1.6,1.6,5.6,i,0.2,-0.8%,10,738,-3,0,i,8,i,37,-1.3,950,0.21,1513
COc1ccc(S(=O)(=O)N2CCN(CC(=O)Nc3ccc(F)c(F)c3)CC2)cc1,3.4,2.2,2.0,i,0.3,-0.5%,2,721,-5,-10,i,-5,i,56,0.0,1101,-0.24,1841
Cc1ccc(CNC(=O)CCS(=O)(=O)c2ccc3c(c2)NC(=O)CS3)cc1,·,·,·,i,3.1,-0.3%,-21,634,·,·,·,·,i,21,·,·,·,·
COc1ccc(C(=O)NC2CCCCCC2)cc1S(=O)(=O)N1CCOCC1,·,·,·,i,0.5,0.1%,13,694,·,·,·,·,i,9,·,·,·,·
CCCc1nc2c(=O)n(C)c(=O)[nH]c2n1C,1.9,1.3,5.3,i,1.6,·,13,780,-2,-10,i,37,i,57,0.3,1225,-0.14,936
CC(=O)c1ccc2noc(-c3ccc(F)cc3)c2c1,2.8,2.1,1.9,i,0.2,-1.0%,-4,706,0,-12,i,-1,i,28,0.8,1131,0.06,1292
O=c1c2ccccc2oc2nc(C3CCCCC3)n(Cc3ccco3)c(=O)c12,1.1,1.4,10,i,0.9,-1.0%,·,·,-17,32,i,-1,i,25,2.5,503,1.3,1147
CCOc1ccc(C(=O)c2cc3ccc(O)cc3oc2=O)cc1,3.0,2.4,5.2,i,0.8,0.0%,3,720,-9,-10,i,3,i,28,4.0,1133,-1.8,1261
CCNC(=O)n1nccc1C(C)Oc1ccc(Cl)cc1 (stereo not drawn),2.2,2.7,6.4,i,1.0,-0.5%,·,·,7,-6,i,18,i,27,·,·,·,·
# (listing goes on)
SMILES,MT stabilizer,MT stabilizer Hoechst-high %,MT stabilizer cytotoxicity %,Myeloid diff MLP,Myeloid diff MLP GFP+ MAC1+ %,West Nile antiviral,Hep lipid drop,Hep lipid drop cells 6.5 µM,WT yeast gro inh,WT yeast gro inh mutant strain,Autophagy HCS,Autophagy HCS cell loss 18 h,T cell modulator,T cell modulator vesicle-bound %,bCat nuc transl,bCat nuc transl cell count 5 µM,Ins promoter up,Ins promoter up cell count
CCCCCCn1c(CN2CCN(C(=O)c3ccco3)CC2)nc2c1c(=O)n(C)c(=O)n2C,1.2,1.2,4.2,i,7.3,-0.5%,-3,741,-12,-13,i,-5,i,26,-1.1,1111,-2,956
COc1cccc(CNC(=O)Cn2c(=O)n(CCC(=O)N3CCCCC3)c(=O)c3sccc32)c1,·,·,·,i,1.1,0.4%,0,768,·,·,·,·,i,31,·,·,·,·
CC(C)(C)NC(=O)CN(CCN1CCOCC1)C(=O)CNS(=O)(=O)c1ccccc1,·,·,·,i,0.6,-0.2%,17,765,·,·,·,·,i,19,·,·,·,·
CCN1c2ccccc2-c2nc3ccccc3n2C1c1ccco1 (stereo not drawn),3.4,1.2,2.7,i,1.3,0.2%,·,·,15,-10,i,6,i,40,1.5,1379,0.14,1105
CC(C)NC(=O)CC1C(=O)NCCN1CC(c1ccccc1)c1ccccc1 (stereo not drawn),4.0,1.4,9.6,i,0.5,-0.1%,0,689,6,13,i,16,i,10,-0.7,1137,0,1376
Cc1cc(C(F)(F)F)n2nc(-c3sccc3-n3cccc3)cc2n1,2.9,2.0,0.1,i,1.6,·,·,·,9,-5,i,-35,i,49,·,·,·,·
Cc1cc(C)n(C(=O)c2c([N+](=O)[O-])cnn2C)n1,3.5,1.6,7.9,i,1.5,-0.6%,-2,753,-10,-2,i,-7,i,28,2.3,470,·,·
COc1cc(NC(=O)CSc2ncccc2C(=O)OC(C)C)cc(OC)c1,1.5,1.0,8.3,i,3.4,-0.8%,23,854,-3,-4,i,4,i,11,-12,1185,·,·
c1ccc(OCCn2c(-c3ccco3)nc3ccccc32)cc1,1.9,1.5,11,i,3.1,0.0%,·,·,-7,5,i,-4,i,26,·,·,·,·
CC(C)Cc1cc(C(=O)NCc2cccs2)no1,1.9,2.4,13,i,2.9,0.1%,0,613,-8,12,i,15,i,45,-1.0,1078,·,·
CC(=O)c1nc(N2C(=O)CC(Cc3ccccc3)C2=O)sc1C (stereo not drawn),3.5,3.2,7.4,i,0.3,-0.5%,6,570,-11,-9,i,8,i,39,0.1,965,·,·
CC(C)(C)n1nc2c(c1NC(=O)c1ccc(Cl)c([N+](=O)[O-])c1)CS(=O)(=O)C2,·,·,·,?,·,-0.6%,-2,746,·,·,·,·,i,15,·,·,·,·
CC1(C)C2CCC(C2)C1(C)NC(=O)CN1CCOCC1 (stereo not drawn),4.6,2.9,5.4,i,1.1,-0.2%,·,·,13,3,i,-19,i,22,2.1,1142,0.1,1228

# Of the compounds above, these have two or more sulfur atoms:
SMILES,MT stabilizer,MT stabilizer Hoechst-high %,MT stabilizer cytotoxicity %,Myeloid diff MLP,Myeloid diff MLP GFP+ MAC1+ %,West Nile antiviral,Hep lipid drop,Hep lipid drop cells 6.5 µM,WT yeast gro inh,WT yeast gro inh mutant strain,Autophagy HCS,Autophagy HCS cell loss 18 h,T cell modulator,T cell modulator vesicle-bound %,bCat nuc transl,bCat nuc transl cell count 5 µM,Ins promoter up,Ins promoter up cell count
CSc1oc(-c2ccco2)nc1S(=O)(=O)c1ccccc1,1.4,3.5,7.6,i,2.8,0.1%,·,·,-6,-10,i,6,i,42,1.6,1181,-1.4,1010
Cc1nc2scc(C)n2c(=O)c1S(=O)(=O)NCc1ccc(F)cc1,·,·,·,i,2.0,1.0%,-2,743,·,·,·,·,i,15,·,·,·,·
Cc1cc(NC(=O)CSc2nc3cc(Cl)ccc3s2)no1,2.6,1.5,2.0,i,0.0,0.1%,-9,791,8,13,i,-15,i,41,0.2,1160,-0.61,752
CCOC(=S)SCc1cn2ccccc2n1,1.5,1.7,4.4,i,0.3,-0.4%,-4,705,13,14,i,-1,i,32,-0.4,595,·,·
CCCc1nnc(NC(=O)CSc2nnc(-c3ccco3)n2C)s1,·,·,·,i,8.7,-0.8%,8,419,·,·,·,·,i,33,·,·,·,·
Cc1ccc(CNC(=O)CCS(=O)(=O)c2ccc3c(c2)NC(=O)CS3)cc1,·,·,·,i,3.1,-0.3%,-21,634,·,·,·,·,i,21,·,·,·,·
